TEAD-YAP inh: TEAD-YAP interaction inhibition | AID 1259422 | HEK-TIYL cells, TEAD-Gal4/YAP UAS-luciferase luminescence | actives 1.4% (n = 640,000) | inhibition, % at 9.12 µM; in the data active means inhibition above about 32%;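 further: 0% = median of test compound wells and 100% = reference inhibitor wells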
GPR151 activ: human GPR151 activation | Q8TDV0 | PathHunter beta-arrestin GPR151 cells, luminescence | activation, % at 11.2 µM | actives 1% (n = 650,000); in the data active means activation above about 4.9%;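 further: 0% = median of compound wells and 100% = cells with positive control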
FBW7 act: human FBW7 E3 ligase activation, primary screen; AlphaScreen FBW7–phospho-cyclin E peptide binding, activator screen; normalized activity (activation), % at 26.1 µM; actives 0.13% (n = 650,000); AID 1259310; in the data active means normalized activity above about 1.9%;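 further: purified mutant Fbw7 with reduced substrate affinity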
Target sequence (Q969H0 whole entry, looked up): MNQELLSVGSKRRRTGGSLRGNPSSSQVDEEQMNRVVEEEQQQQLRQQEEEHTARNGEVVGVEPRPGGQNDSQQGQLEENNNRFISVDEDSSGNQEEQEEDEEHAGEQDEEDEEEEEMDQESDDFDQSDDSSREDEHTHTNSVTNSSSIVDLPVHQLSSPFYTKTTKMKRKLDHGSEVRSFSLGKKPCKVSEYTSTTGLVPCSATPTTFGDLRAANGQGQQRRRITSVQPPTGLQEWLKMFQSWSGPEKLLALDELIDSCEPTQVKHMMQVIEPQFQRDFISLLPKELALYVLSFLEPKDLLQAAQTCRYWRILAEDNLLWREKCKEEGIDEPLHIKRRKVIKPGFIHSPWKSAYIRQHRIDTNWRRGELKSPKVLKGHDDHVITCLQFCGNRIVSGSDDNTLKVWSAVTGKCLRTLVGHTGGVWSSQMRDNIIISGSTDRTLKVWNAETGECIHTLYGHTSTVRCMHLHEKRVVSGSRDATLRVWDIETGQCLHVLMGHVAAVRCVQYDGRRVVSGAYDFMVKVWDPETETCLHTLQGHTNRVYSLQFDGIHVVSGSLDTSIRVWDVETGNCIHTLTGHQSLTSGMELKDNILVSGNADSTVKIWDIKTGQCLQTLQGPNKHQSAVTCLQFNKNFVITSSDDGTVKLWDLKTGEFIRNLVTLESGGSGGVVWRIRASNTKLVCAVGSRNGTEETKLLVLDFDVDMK
MITF primary: inhibitors of human MITF | O75030 | AlphaScreen MITF homodimerization, bead proximity signal | inhibition, % at 2.6 µM | actives 0.91% (n = 650,000) | AID 1259374; in the data active means inhibition above about 50%;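 further: 0% = vehicle wells with protein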
The depositor's hits bear a star; nt = no result given.

SMILES	TEAD-YAP inh	GPR151 activ	FBW7 act	MITF primary
S=C1NC2(CCCC2)NN1c1nc(-c2ccccc2)cs1	-3	-1.1	0.2	23
O=C(Nc1nc2ccc(Br)cc2s1)c1ccccc1F	-71	0.9	-0.1	0
O=C(C1=C(O)C(=O)N(Cc2cccnc2)C1c1ccc(F)cc1)c1ccco1 (stereo not drawn)	9	-0.4	-0.1	14
CCOc1ccc(CNc2sc3c(c2C(=O)Nc2ccccc2OC)CCC3)cc1	5	-0.7	0.7	1
Nc1ncnc2nc(SCC(=O)Nc3ccccc3Cl)[nH]c12	-15	1.3	-0.1	-5
O=C(Nc1ccc(F)cc1)c1ccc2c(=O)n(-c3ccc(F)c(Cl)c3)c(=S)[nH]c2c1	-5	-0.5	-0.1	-2
COc1ccc(C(=O)CC2(O)C(=O)N(CCc3ccccc3)c3ccccc32)c(OC)c1 (stereo not drawn)	0	2.1	-0.1	-1
Cc1ccc(Sc2c(C)nn(C(=O)CNS(=O)(=O)c3ccc(Cl)cc3)c2C)cc1	-5	1.7	-0.2	6
COc1cccc(NC(=O)CSc2cn(CC(=O)N3CCC(C)CC3)c3ccccc23)c1	-1	5.1*	0.0	15
Cc1cc(NC(=O)c2ccc(Cl)cc2Cl)ccc1-c1cc2ccccc2oc1=O	-7	4.5	-0.1	-6
COc1ccccc1-n1c(SCC(=O)Nc2nccs2)nnc1-c1ccccn1	26	-0.6	-0.1	20
O=C(Nc1ccc2c(c1)OCO2)c1ccc(F)cc1	16	-7.9	0.0	-17
COc1ccc(-n2c(CNC(=O)c3ccc(S(=O)(=O)N4CCCC4)cc3)n[nH]c2=S)cc1	-11	-0.2	-0.2	-29
CCCCC1(O)CC(C(F)(F)F)=NN1C(=O)COc1ccccc1 (stereo not drawn)	7	-0.1	1.2	12
O=C1c2ccccc2C(=O)N1c1cccc(Oc2ccccc2)c1	2	-0.4	0.2	-2
COC(=O)/C=C\C(=O)Nc1ccc(NC(C)=O)cc1	0	-1.1	-0.1	11
CC(=O)c1ccc(N2CCN(Cc3ccoc3)CC2)cc1	-17	5.9*	-0.2	20
Cc1ccc(-c2cncc(-c3ccc(N4CCN(C)CC4)nc3)n2)cc1	-3	-1.0	0.1	-21
O=C1c2ccc(Cl)cc2C(=O)N1c1ccccc1Cl	-8	-0.9	0.0	5
O=C(Nc1cccc(C(F)(F)F)c1)N1CCC(CN2CCCCC2)CC1	-2	-1.3	-0.1	2
N=C1C(c2nc3ccccc3s2)=C(O)CN1N1C(=O)c2ccccc2C1=O	-75	-0.1	-0.1	-5
CN1/C(=C(\O)c2ccccc2)C(=O)c2ccccc2S1(=O)=O	6	0.4	0.0	-3
CCc1ccc(N2CCN(C(=O)N3CCOCC3)CC2)cc1	-3	-0.5	0.2	15
COC(=O)C1=C(C)N(C)C(C)=C(C(=O)OC)C1c1cccc(C)c1	-6	0.4	0.0	-15
O=C(NCCO)c1cccc(-c2cnc3c(n2)[nH]c(=O)n3CC2CC2)c1	2	-0.6	0.3	12
SMILES	TEAD-YAP inh	GPR151 activ	FBW7 act	MITF primary
COC(=O)c1ccc(NC(=O)c2ccc(N3C(=O)c4ccccc4C3=O)cc2)cc1	-1	1.8	-0.1	6
Cc1c(C(=O)NC2CCCCC2)oc2c1C(=O)CC(C)(C)C2	5	-0.7	0.1	0
COc1ccc(OC)c(NC(=O)CNC(=O)c2nn(-c3ccc(OC)c(Cl)c3)c(=O)c3ccccc23)c1	36*	0.6	-0.1	2
CCOc1ccc(CC(=O)Nc2c(C(=O)OC)oc3ccccc23)cc1OCC	-5	-0.2	0.0	6
Cc1cc(Cl)ccc1Nc1nc(-c2ccc([N+](=O)[O-])cc2)nc2ccccc12	3	0.6	-0.1	4
COc1ccc(OCCSc2nnc(C(C)C)n2N)cc1	-3	0.2	-0.1	-14
Cc1ccc(C2=N/C(=C\c3ccc(OCc4ccccc4)cc3)C(=O)O2)cc1	-12	-0.3	0.0	10
CN(C)S(=O)(=O)c1cccc(NC(=S)N/N=C/c2ccc(F)cc2)c1	0	1.1	0.0	15
CC(C)(C)C(=O)N1CCC(C(=O)c2ccc(Cl)cc2)CC1	3	1.0	0.0	9
COc1ccc(-c2cc3c(=O)n(CC(=O)NC4CCCC(C)C4C)ncn3n2)cc1 (stereo not drawn)	-6	-1.2	0.0	14
CCOc1ccc(N(CC(=O)NC(C)(C)C)S(=O)(=O)c2ccccc2)cc1	3	-0.7	-0.1	5
O=C(NCCCN1CCCC1=O)c1ccc2c(c1)N(Cc1ccccc1)C(=O)CS2=O (stereo not drawn)	-2	-0.5	-0.2	-3
C/C(Cn1nnc([N+](=O)[O-])n1)=N\NC(=O)c1ccc(Cl)c(Cl)c1	-8	-0.5	0.8	1
CCOC(=O)c1c(C)oc2cc(Br)c(OC(=O)c3ccccc3)cc12	12	-0.1	-0.1	4
COc1cccc(NC(=O)Nc2cccn(Cc3ccccc3Br)c2=O)c1	11	-0.7	0.2	6
O=C(NC(c1ccc(F)cc1)c1ccccn1)C1CCN(C(=O)Nc2ccsc2)CC1 (stereo not drawn)	-4	1.9	0.3	0
COc1cccc(OCCCOc2ccccc2C(C)=O)c1	-10	0.6	0.1	-4
CCS(=O)(=O)NCc1ccc(CNS(=O)(=O)CC)cc1	12	0.4	0.1	3
CCOc1ccc(CCNC(=O)CCc2c(C)nc3nc[nH]n3c2=O)cc1OCC	-4	1.3	-0.2	-11
CC(C)(C)NC(=O)CCNS(=O)(=O)c1ccccc1[N+](=O)[O-]	2	1.1	0.2	-2
O=S(=O)(NC1c2cccc3cccc(c23)C1Sc1ncccn1)c1ccc(Cl)cc1 (stereo not drawn)	4	-1.4	0.1	4
Cn1c(CNc2nc(-c3ccccc3)cs2)nnc1SCC(=O)NC1CCCC1	-10	0.6	0.5	-3
COc1ccc(C2=NN(C(=O)CCCC(=O)O)C(c3ccccc3Cl)C2)cc1OC (stereo not drawn)	9	1.3	0.1	7
COC(=O)/C=C1\Nc2ccccc2NC1=O	4	-0.3	0.0	4
CCOc1ccc(S(=O)(=O)N(CC(=O)O)c2ccc(C)cc2)cc1	6	0.7	0.0	4

Some of the entries so far, with two lines to a compound:
Fields – TEAD-YAP inh	GPR151 activ	FBW7 act	MITF primary
S=C1NC2(CCCC2)NN1c1nc(-c2ccccc2)cs1
  -3	-1.1	0.2	23
COc1ccc(C2=NN(C(=O)CCCC(=O)O)C(c3ccccc3Cl)C2)cc1OC (stereo not drawn)
  9	1.3	0.1	7
COC(=O)C1=C(C)N(C)C(C)=C(C(=O)OC)C1c1cccc(C)c1
  -6	0.4	0.0	-15
CCOc1ccc(N(CC(=O)NC(C)(C)C)S(=O)(=O)c2ccccc2)cc1
  3	-0.7	-0.1	5

Further compounds:
SMILES	TEAD-YAP inh	GPR151 activ	FBW7 act	MITF primary
CC(=O)Nc1ccccc1NC(=O)COc1ccc(C)cc1Br	-15	-1.1	0.1	2
O=C(Nc1ccc(-c2nc3ncccc3o2)cc1)c1ccccc1Br	-68	-0.2	0.0	-2
O=C(c1ccc(S(=O)(=O)Cc2ccccc2F)c([N+](=O)[O-])c1)N1CCCC1	4	0.3	-0.1	-6
Cc1nccn1CC(=O)NCCN1Cc2ccccc2OC(c2ccccc2F)C1 (stereo not drawn)	6	0.4	-0.2	-7
CCCCOc1ccc(C2=N/C(=C\c3sccc3C)C(=O)O2)cc1	0	2.5	0.1	-4
CC(C)CN(CCCNC(=O)CC1Oc2ccccc2NC1=O)CC(C)C (stereo not drawn)	10	-0.5	0.0	13
Cc1ccc(N(C)C(=O)N2CCN(S(=O)(=O)c3ccc(C)cc3)CC2)cc1	-31	1.4	0.0	12
O=[N+]([O-])c1ccccc1CN1CCN(Cc2ccccc2C(F)(F)F)CC1	-1	-1.2	0.0	67*
COc1ccccc1NC1=C(Cl)C(=O)N(c2ccccc2F)C1=O	11	-0.8	0.3	15
CN1CCC(O)(c2ccccc2)CC1	-5	-0.3	-0.1	0
CCc1cccc2c1NC(=O)C21OCCO1	7	0.2	0.2	13
O=C(NCCN1CCOCC1)c1cnc(-n2ncc3cc(Nc4ccccc4Cl)ccc32)s1	2	0.3	0.0	6
COc1ccc(OC)c(-n2c(CNC(=O)c3ccc(S(=O)(=O)N4CCCC4)cc3)nnc2SCC(=O)Nc2nnc(C)s2)c1	2	1.4	0.0	10
O=C(Nc1cc(Sc2ccccc2)cc([N+](=O)[O-])c1)c1ccc(F)cc1	10	0.5	0.1	7
Cc1nc2cc(F)ccc2n1C1CCN(C(=O)C23CC4CC(CC(C4)C2)C3)CC1	-4	4.0	0.2	26
C[C@@H]1NC(=O)[C@H]2CN(C(=O)c3cc(Cl)cc(Cl)c3)CCN2C1=O	10	0.8	-0.3	10
COc1ccc(Br)c(C(=O)Nc2cc(C(=O)Nc3ccccc3SC)ccc2N2CC3CC(C2)c2cccc(=O)n2C3)c1 (stereo not drawn)	-17	0.6	0.1	-10
Cc1nnc(N2C(=O)C(=O)/C(=C(/O)c3ccc(Cl)cc3)C2c2ccc(C(C)C)cc2)s1 (stereo not drawn)	-16	-1.1	0.0	6
O=C1NC(=Nc2ccccc2Cl)S/C1=C/c1ccc(I)cc1	1	0.3	-0.1	-2
COc1ccccc1NC(=O)c1cccc(N2C(=O)C3CC=CC(C)C3C2=O)c1 (stereo not drawn)	-6	0.2	-0.2	15
CC(C)OCCCNC(=O)c1cc(=O)[nH]c2ccc(S(=O)(=O)N3CCCC3)cc12	-4	0.9	-0.1	-2
COc1ccc(/C=C(\C#N)C(=O)Nc2ccccc2C(=O)OCC(=O)c2cccs2)cc1	-5	0.5	0.2	13
Cc1csc(SCC(=O)NC(c2ccccc2)c2ccccc2)n1	-1	0.1	-0.1	10
O=C(Cn1cnc2sc3c(c2c1=O)CCC3)Nc1ccccc1Cl	14	-1.0	0.0	-1
CCCCc1nc2c(c3c1C[C@H](C)OC3)CN(C(=O)Nc1cccc(C#N)c1)CC2	nt	3.9	0.1	-29
SMILES	TEAD-YAP inh	GPR151 activ	FBW7 act	MITF primary
CC1=CCC(C(=O)O)(C(=O)n2nc(C)cc2C)C(c2ccccc2)C1 (stereo not drawn)	1	0.1	0.1	1
COC(=O)[C@@H](NC1CCN(c2ccc(C(=O)N3CCOCC3)cc2)CC1)c1ccccc1	-6	-0.8	0.0	1
O=C(OCc1ccc(-c2ccc(Br)cc2)o1)c1cccc(I)c1	-9	-0.3	0.1	2
OCCNc1cc(Cl)ncn1	1	-0.2	-0.1	-12
CC(C)Cc1nnc(NC(=O)COc2ccc(Cl)cc2)s1	9	1.9	0.1	-4
CC1CCN(c2cc(N3CCN(C(=O)c4ccc(F)cc4)CC3)c([N+](=O)[O-])cc2F)CC1	-6	-0.1	1.3	47
Cn1c(=O)oc2cc(S(=O)(=O)N3CCC(C(=O)NC(C)(C)C)CC3)ccc21	4	0.8	0.3	70*
O=[N+]([O-])c1ccc(Cl)c(-c2ncnn2-c2ccccc2C(F)(F)F)c1	6	-1.7	0.3	15
CC(C)N(CCNc1ncnc2nc(-c3ccccc3)[nH]c12)C(C)C	-5	-0.6	-0.3	7
Cc1cc(O)ccc1NC(=O)c1ccc(N2C(=O)c3ccc(C(=O)Nc4ccc(O)cc4C)cc3C2=O)cc1	7	0.0	0.3	-7
O=C(Nc1cccc([N+](=O)[O-])c1)C1C(c2ccccc2)C1(Cl)Cl (stereo not drawn)	-2	-0.4	-0.1	7
COC(=O)C1=C(C)N=c2s/c(=C/c3ccco3)c(=O)n2C1c1ccc(OC)cc1 (stereo not drawn)	-2	-0.2	-0.2	2
COc1ccc(-n2nc3ccc(NC(=O)c4cc([N+](=O)[O-])ccc4Br)cc3n2)cc1	-17	0.9	-0.4	2
Cc1ccccc1-n1c(=O)c2ccc3oc4ccccc4c4ccc(c1=O)c2c34	-8	0.7	-0.1	-13
CCn1cc(CNC(=S)Nc2cccc3ccccc23)cn1	-9	-0.2	0.1	-8
COCCCN1C(=O)CC(CC(=O)NCc2cnc3ccccn23)(c2ccccc2C)C1=O (stereo not drawn)	-6	1.9	0.1	5
O=C(NC(c1ccccc1)c1ccccn1)c1cccc([N+](=O)[O-])c1 (stereo not drawn)	-2	0.4	0.1	1
O=C(C1CC(c2ccccc2O)=NO1)N1CCc2ccccc2C1 (stereo not drawn)	-17	0.0	0.3	-1
Cc1ccc(C(=O)CC(Nc2cccc(Br)c2)c2ccc(Cl)cc2)cc1 (stereo not drawn)	-7	1.2	-0.3	6
CCc1ccccc1NC(=O)CSc1nc2ccccc2c(=O)n1CC1CCCO1 (stereo not drawn)	8	0.5	0.4	9
Fc1ccccc1N1CCN(Cc2nnnn2Cc2cccs2)CC1	4	-0.6	-0.2	3
COc1cccc(-c2nnc(NC(=O)Nc3ccc(Cl)cc3)s2)c1	3	0.4	-0.1	6

Arranged by molar mass (low to high): part of the list above.
SMILES	TEAD-YAP inh	GPR151 activ	FBW7 act	MITF primary
OCCNc1cc(Cl)ncn1	1	-0.2	-0.1	-12
COc1cccc(-c2nnc(NC(=O)Nc3ccc(Cl)cc3)s2)c1	3	0.4	-0.1	6
COC(=O)C1=C(C)N=c2s/c(=C/c3ccco3)c(=O)n2C1c1ccc(OC)cc1 (stereo not drawn)	-2	-0.2	-0.2	2
CC1CCN(c2cc(N3CCN(C(=O)c4ccc(F)cc4)CC3)c([N+](=O)[O-])cc2F)CC1	-6	-0.1	1.3	47
